PREPL inhibitor: inhibits the human prolyl oligopeptidase-like enzyme; Q4J6C6; recombinant PREPL, fluorescence polarization activity-based probe; inhibition, % at 5.96 µM; hit rate 0.68% among 320,000; AID 2751; in the data active = inhibition above about 43%;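 note: 0% = enzyme with DMSO and 100% = wells lacking enzyme; many of its hits are not listed in these tables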
PAFAH1B3 inh: inhibitors of human PAFAH1B3. inhibition, % at 3.39 µM. hit rate 0.28% among 340,000. recombinant PAFAH1B3, FP-rhodamine probe, fluorescence polarization. Q15102;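 active = inhibition above the screen-wide average of all tested compounds plus 3 SD, cut at about 25% in these data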;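 note: 0% = enzyme with DMSO only and 100% = wells lacking PAFAH1B3 protein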
Target sequence (Q15102 whole entry, looked up): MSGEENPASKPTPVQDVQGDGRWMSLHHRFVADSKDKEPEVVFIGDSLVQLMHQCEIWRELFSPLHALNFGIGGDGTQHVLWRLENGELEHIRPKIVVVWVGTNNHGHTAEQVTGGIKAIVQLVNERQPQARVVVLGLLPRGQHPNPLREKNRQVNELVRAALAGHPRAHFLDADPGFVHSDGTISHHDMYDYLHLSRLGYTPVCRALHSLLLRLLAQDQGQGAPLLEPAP
LYPLA1 inh: LYPLA1 (human) inhibition in PME1 counter-screen; hit rate 0.16% among 320,000; O75608; inhibition, % at 5.9 µM; recombinant LYPLA1, FP-Rh probe fluorescence polarization; AID 2174;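 active = inhibition above the mean of all tested compounds plus 3 SD, set per campaign, cut at about 14% in these data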;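 note: inhibitors block serine hydrolase probe labeling of LYPLA1 so polarization falls; 0% = enzyme with DMSO and 100% = wells lacking LYPLA1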
PAFAH1B2 FP inh: inhibitors of human PAFAH1B2 | P68402 | recombinant PAFAH1B2, FP-rhodamine activity probe, fluorescence polarization | inhibition, % at 3.39 µM | hit rate 1.2% among 340,000;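 active = inhibition above the mean of all tested compounds plus 3 SD, cut at about 24% in these data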;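 note: 0% = enzyme with DMSO and 100% = wells lacking PAFAH1B2; many of its hits are not listed in these tables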
PAFAH2 FP inh: inhibitors of human PAFAH2. Q99487. recombinant PAFAH2, FP-rhodamine activity probe, fluorescence polarization. inhibition, % at 3.39 µM. hit rate 0.99% among 340,000;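 active = inhibition above the mean over all tested compounds plus 3 SD, cut at about 30% in these data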;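 note: inhibitors block probe labeling of enzyme so polarization drops; 0% = enzyme with DMSO and 100% = wells lacking PAFAH2 protein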
EBNA-1 inh: blocks EBNA-1 binding to DNA | inhibition, % at 14.8 µM | hit rate 0.34% among 300,000 | EBNA-1 DNA binding, fluorescence polarization; in the data active = inhibition above about 28%
LYPLA2 inh: blocks human lysophospholipase 2, a PME1 counter-screen; O95372; recombinant LYPLA2, FP-Rh probe fluorescence polarization; inhibition, % at 5.9 µM; hit rate 0.38% among 320,000;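 active = inhibition above the screen-wide mean plus 3 SD, limit set per campaign, cut at about 26% in these data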;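 note: 0% = LYPLA2 with DMSO and 100% = wells lacking LYPLA2 enzyme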
Target sequence (O95372 whole entry, looked up): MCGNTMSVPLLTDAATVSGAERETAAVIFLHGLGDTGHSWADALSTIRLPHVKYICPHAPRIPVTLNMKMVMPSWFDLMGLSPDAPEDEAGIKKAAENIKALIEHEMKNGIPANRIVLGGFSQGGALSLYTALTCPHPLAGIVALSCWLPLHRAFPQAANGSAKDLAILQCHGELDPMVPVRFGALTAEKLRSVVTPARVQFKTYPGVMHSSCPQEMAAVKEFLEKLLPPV
ZTA counter: counter-screen for EBNA-1 inhibitors: inhibitors of Epstein-Barr virus ZTA | P03206 | ZTA-DNA binding, fluorescence polarization | inhibition, % at 11 µM | hit rate 0.15% among 320,000 | AID 2234; in the data active = inhibition above about 33%
Target sequence (P03206 whole entry, looked up): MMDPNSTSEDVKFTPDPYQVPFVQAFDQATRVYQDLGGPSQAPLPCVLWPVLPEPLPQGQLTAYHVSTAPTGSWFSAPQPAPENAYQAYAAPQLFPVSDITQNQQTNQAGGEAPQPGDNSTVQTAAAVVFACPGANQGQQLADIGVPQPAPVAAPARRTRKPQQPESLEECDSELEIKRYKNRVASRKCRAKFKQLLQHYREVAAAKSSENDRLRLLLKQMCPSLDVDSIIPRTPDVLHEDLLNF
pPAFAH FP inh: inhibitors of human plasma PAF acetylhydrolase (pPAFAH); inhibition, % at 3.39 µM; hit rate 1.5% among 330,000; Q13093; recombinant pPAFAH, FP-rhodamine probe fluorescence polarization;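 active = inhibition above the mean inhibition across the screen plus 3 SD, cut at about 25% in these data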;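 note: inhibitors block binding of the rhodamine activity-based probe so polarization drops; 0% = enzyme with DMSO and 100% = wells lacking pPAFAH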
* hit, by the source's call; . = no result given. The list is partial; the hit share may differ from the screen's.

mol,PREPL inhibitor,PAFAH1B3 inh,LYPLA1 inh,PAFAH1B2 FP inh,PAFAH2 FP inh,EBNA-1 inh,LYPLA2 inh,ZTA counter,pPAFAH FP inh
Nc1nc(SCC(=O)Nc2ccc([N+](=O)[O-])cc2)[nH]c(=O)c1NC(=O)c1ccc(Br)o1,3,15,-4,9,4,-8,-9,-1,1
O=C(CNCc1ccccc1)Nc1ccc(Cl)cc1,-16,9,-1,-1,4,-9,3,-3,9
COCC(=O)O[C@]1(CCN(C)CCCc2nc3ccccc3[nH]2)CCc2cc(F)ccc2[C@@H]1C(C)C,15,9,-2,2,-2,-5,-5,-1,4
COc1ccccc1NS(=O)(=O)c1cccc(N=C2N=C(N)c3ccccc32)c1,-9,-7,0,3,3,1,1,-4,1
CC(C)(C)c1ccc(C(=O)CS(=O)(=O)c2ccccc2)cc1,4,9,1,6,-3,-5,-1,-4,3
S=c1[nH]nc2nnc3ccccc3n12,5,-3,1,1,-6,-2,5,-2,3
O=C(NC(Cc1ccccc1)C(=O)O)/C(=C/c1ccc(Cl)cc1)NC(=O)c1ccccc1 (configuration not stated),5,-6,-1,8,-2,2,6,6,0
CCOc1cc(N2CCOCC2)c(OCC)cc1NC(=O)CN1C(=O)C2C3C=CC(C3)C2C1=O (configuration not stated),-5,8,1,10,2,-5,-1,-15,6
CCCCC(=O)Nc1ncc(S(=O)(=O)c2ccc([N+](=O)[O-])cc2)s1,15,0,0,1,8,-4,11,10,-2
CCOCCCNC(=S)N1CCCC(c2nc3ccc(C)cc3[nH]2)C1 (configuration not stated),-4,4,0,6,-2,5,-1,0,1
Cc1nc(NC(=O)COC(=O)C2=NNC(=O)CC2)c(Cl)cc1Cl,8,-1,-1,4,4,-2,0,-21,4
Cc1ccc(N=c2c([N+](=O)[O-])nn(-c3ccccc3)n2O)c(C)c1,11,4,-2,-2,-1,9,3,10,3
Cc1ccc(NC(=O)CN(C)C(=O)COC(=O)[C@@H](NC(=O)c2ccccc2F)C(C)C)cc1,8,11,.,4,9,.,.,.,-1
CC1CN(C(=O)CS(=O)(=O)Cc2ccc(Cl)cc2)CC(C)O1 (configuration not stated),14,9,-5,3,6,-11,-3,-3,3
COC(=O)C(Cc1c[nH]c2ccccc12)NC(=O)c1cncc(Br)c1 (configuration not stated),1,7,5,3,-3,-7,5,-8,0
C=CCn1c(CCc2cc(C(C)(C)C)c(O)c(C(C)(C)C)c2)n[nH]c1=S,15,3,1,2,-9,6,4,-16,9
NNC(=O)C(Cc1ccc(O)cc1)N1Cc2ccccc2C1=O (configuration not stated),-27,8,-3,3,-1,-1,-4,11,7
COc1ccc(/C=C(\NC(=O)c2ccc(OC)c(OC)c2)C(=O)NCCc2c[nH]c3ccccc23)cc1,-7,-14,0,-5,-2,4,-3,21,4
Oc1c(C(c2ccco2)N2CCN(C(c3ccccc3)c3ccccc3)CC2)sc2ncnn12 (configuration not stated),10,2,4,-2,2,10,0,-6,3
Cc1ccc(C(=O)NCCc2nnc3ccc(SCC(=O)Nc4cc(C)on4)nn23)cc1,5,-2,1,-3,-11,-2,-3,4,-2
CCN1CCN(C(=S)Nc2sc(C)c(-c3ccccc3)c2C(=O)OC)CC1,7,-1,3,5,6,-1,8,1,3
COc1ccc(C(C(=O)NC(C)(C)C)N(C(=O)CNC(=O)c2cccs2)c2ccc(C)cc2)cc1OC (configuration not stated),4,0,0,-2,-4,4,3,-6,4
Cc1cc(Cl)ccc1OCC(=O)Nc1cccnc1,-16,-2,-1,1,7,0,-2,1,2
COc1ccccc1N1CCN(S(=O)(=O)c2c(C)[nH]c(C)c2C(=O)N2CCCCC2)CC1,1,7,-1,5,2,4,-13,-5,8
O=C(NCC(=O)N(Cc1ccco1)C(C(=O)NC1CCCC1)c1ccncc1)c1cccs1 (configuration not stated),2,-1,-3,1,6,7,-10,2,3
O=C(NCCCN1CCOCC1)c1ccccc1,2,5,-2,4,9,1,1,6,4
CS(=O)(=O)N(CC(=O)NC1CCCC1)c1ccc2c(c1)OCCO2,-5,-1,2,-1,0,-1,3,0,1
CCN1C(=O)[C@H]2[C@H]3CN=C(SCC(=O)c4ccccc4)N3[C@@](CC)(C(=O)OC)[C@H]2C1=O,.,10,.,3,-2,.,.,.,0
Clc1cccc(Oc2ncccn2)c1,6,9,1,2,0,-6,10,-11,1
COc1ccc(S(=O)(=O)N2CCCCCC2)cc1NC(=O)c1ccccc1,3,12,-3,6,12,-6,-8,6,0
COc1ccccc1CNC(=O)c1ccc2nc3[nH]c4ccccc4c3nc2c1,-12,-30,-16,-17,-39,65*,-42,8,-8
CCN(CC)S(=O)(=O)c1ccc(NC(=O)[C@@H](NC(=O)c2cc(OC)cc(OC)c2)C(C)C)cc1,-6,-7,-1,4,-5,-2,-2,2,2
Cc1cc(F)ccc1S(=O)(=O)N1CCCOC1CNC(=O)C(=O)NCc1ccco1 (configuration not stated),0,7,4,0,8,12,6,-20,2
CC(=O)NCCC(=O)N1CCCC(N(C)CCc2ccccc2)C1 (configuration not stated),4,5,3,1,-8,5,-3,5,1
CCC(C)c1ccccc1NC(=O)COC(=O)C1=COCCO1 (configuration not stated),-6,11,0,5,62*,-2,1,-5,9
CC(C)CN(C(=O)COC(=O)c1ccccc1Sc1ccccc1C#N)C1CCS(=O)(=O)C1 (configuration not stated),-2,-3,-3,1,0,4,-3,11,-5
COc1ccc(CCNc2oc(-c3ccco3)nc2C#N)cc1,10,13,0,12,6,2,-2,8,5
Clc1ccccc1/C=C/c1ccnc2ccccc12,-8,5,-10,3,-1,1,-10,-16,31*
CN(c1ccc(C(=O)Nc2cccc([N+](=O)[O-])c2)cc1)S(C)(=O)=O,7,5,2,5,1,-10,10,-16,7
CCOC(=O)/C=C/c1cnn(-c2ccccc2)c1,7,2,0,2,3,-9,5,-8,6

Structures above that have a cyano group, in the order listed:
mol,PREPL inhibitor,PAFAH1B3 inh,LYPLA1 inh,PAFAH1B2 FP inh,PAFAH2 FP inh,EBNA-1 inh,LYPLA2 inh,ZTA counter,pPAFAH FP inh
CC(C)CN(C(=O)COC(=O)c1ccccc1Sc1ccccc1C#N)C1CCS(=O)(=O)C1 (configuration not stated),-2,-3,-3,1,0,4,-3,11,-5
COc1ccc(CCNc2oc(-c3ccco3)nc2C#N)cc1,10,13,0,12,6,2,-2,8,5

The results go on:
mol,PREPL inhibitor,PAFAH1B3 inh,LYPLA1 inh,PAFAH1B2 FP inh,PAFAH2 FP inh,EBNA-1 inh,LYPLA2 inh,ZTA counter,pPAFAH FP inh
COc1ccccc1CNS(=O)(=O)c1cccs1,-3,9,0,4,3,-5,5,-22,-4
Cc1c(C(=O)Nc2ccccc2Cl)oc2ccc(S(=O)(=O)N3CCC4(CC3)OCCO4)cc12,-2,4,1,0,-4,4,-1,1,3
Cc1nc(-c2cccc(S(=O)(=O)N3CCC(C)CC3)c2)cs1,1,1,3,30*,3,-9,-3,9,1
Cc1nn(Cc2ccc(C(=O)N3N=C(C(F)F)CC3(O)C(F)F)o2)c(C)c1[N+](=O)[O-] (configuration not stated),3,11,-2,-3,4,-1,-6,2,1
Cc1cc(=O)oc2cc(OCC(=O)Nc3nccs3)ccc12,13,6,-2,3,-6,-12,4,18,1
O=C(COc1ccc(S(=O)(=O)N2CCOCC2)cc1)NCC1CCCO1 (configuration not stated),3,6,0,0,-1,1,-2,18,1
COc1ccccc1C(=O)NCCCNc1ccc([N+](=O)[O-])cc1,5,-1,3,7,-4,0,4,-1,6
COCc1ccc(-c2c(-c3ccccc3OC)sc3cc4c(cc23)OCO4)cc1,14,2,-2,1,5,.,4,0,5
CSC(=NC(C)c1ccccc1)NS(=O)(=O)c1cccs1 (configuration not stated),-2,-3,0,5,-3,7,-4,7,4
O=C(/C=C/Nc1ccc(F)cc1)c1ccc(Oc2ncccn2)cc1,1,11,1,0,10,-4,4,-16,4
CC(OC(=O)CN1C(=O)NC2(CCCC2)C1=O)C(=O)Nc1cccc(Cl)c1 (configuration not stated),7,0,0,-1,2,3,-3,-1,2

Grouped by structure: those above containing an aryl methoxy group
mol,PREPL inhibitor,PAFAH1B3 inh,LYPLA1 inh,PAFAH1B2 FP inh,PAFAH2 FP inh,EBNA-1 inh,LYPLA2 inh,ZTA counter,pPAFAH FP inh
COc1ccccc1NS(=O)(=O)c1cccc(N=C2N=C(N)c3ccccc32)c1,-9,-7,0,3,3,1,1,-4,1
COc1ccc(/C=C(\NC(=O)c2ccc(OC)c(OC)c2)C(=O)NCCc2c[nH]c3ccccc23)cc1,-7,-14,0,-5,-2,4,-3,21,4
COc1ccc(C(C(=O)NC(C)(C)C)N(C(=O)CNC(=O)c2cccs2)c2ccc(C)cc2)cc1OC (configuration not stated),4,0,0,-2,-4,4,3,-6,4
COc1ccccc1N1CCN(S(=O)(=O)c2c(C)[nH]c(C)c2C(=O)N2CCCCC2)CC1,1,7,-1,5,2,4,-13,-5,8
COc1ccc(S(=O)(=O)N2CCCCCC2)cc1NC(=O)c1ccccc1,3,12,-3,6,12,-6,-8,6,0
COc1ccccc1CNC(=O)c1ccc2nc3[nH]c4ccccc4c3nc2c1,-12,-30,-16,-17,-39,65*,-42,8,-8
CCN(CC)S(=O)(=O)c1ccc(NC(=O)[C@@H](NC(=O)c2cc(OC)cc(OC)c2)C(C)C)cc1,-6,-7,-1,4,-5,-2,-2,2,2
COc1ccc(CCNc2oc(-c3ccco3)nc2C#N)cc1,10,13,0,12,6,2,-2,8,5
COc1ccccc1CNS(=O)(=O)c1cccs1,-3,9,0,4,3,-5,5,-22,-4
COc1ccccc1C(=O)NCCCNc1ccc([N+](=O)[O-])cc1,5,-1,3,7,-4,0,4,-1,6
COCc1ccc(-c2c(-c3ccccc3OC)sc3cc4c(cc23)OCO4)cc1,14,2,-2,1,5,.,4,0,5
